FEN1 inhibitor: inhibitors of human flap endonuclease 1; Recombinant FEN1 flap cleavage, fluorescence, 15 min; Potency, µM (top dose mostly 114 µM), inactives show top-dose activity change, negative = inhibition, usual class: inhibitors; hit rate 0.35% among 390,000; note: nearly all actives have a fitted effect of over 65% in size
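Quantitative HTS format: each compound was titrated, incubated with 10 nM nuclease for 15 min at room temperature, then challenged with flap substrate at 50 nM final. Signal change over 15 min gave concentration–effect curves.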
N370S GC: inhibits or activates N370S mutant glucocerebrosidase; P04062; N370S GC spleen homogenate, 4MU-glucoside fluorescence; Potency, µM (top dose mostly 59.4 µM), without a hit: top-dose activity change, negative = inhibition, actives largely listed as inhibitors; hit rate 0.092% among 330,000;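 note: 0% = full enzyme activity and -100% = no enzyme basal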
KAT2A inh: GCN5L2 (KAT2A) acetyltransferase inhibition. hit rate 0.21% among 390,000. GCN5L2 HAT assay, ThioGlo1 CoA-SH fluorescence. Q92830. Potency, µM (top dose mostly 58.9 µM), inactives show top-dose activity change, negative = inhibition, hits mostly inhibitors
Target sequence (Q92830 whole entry, looked up): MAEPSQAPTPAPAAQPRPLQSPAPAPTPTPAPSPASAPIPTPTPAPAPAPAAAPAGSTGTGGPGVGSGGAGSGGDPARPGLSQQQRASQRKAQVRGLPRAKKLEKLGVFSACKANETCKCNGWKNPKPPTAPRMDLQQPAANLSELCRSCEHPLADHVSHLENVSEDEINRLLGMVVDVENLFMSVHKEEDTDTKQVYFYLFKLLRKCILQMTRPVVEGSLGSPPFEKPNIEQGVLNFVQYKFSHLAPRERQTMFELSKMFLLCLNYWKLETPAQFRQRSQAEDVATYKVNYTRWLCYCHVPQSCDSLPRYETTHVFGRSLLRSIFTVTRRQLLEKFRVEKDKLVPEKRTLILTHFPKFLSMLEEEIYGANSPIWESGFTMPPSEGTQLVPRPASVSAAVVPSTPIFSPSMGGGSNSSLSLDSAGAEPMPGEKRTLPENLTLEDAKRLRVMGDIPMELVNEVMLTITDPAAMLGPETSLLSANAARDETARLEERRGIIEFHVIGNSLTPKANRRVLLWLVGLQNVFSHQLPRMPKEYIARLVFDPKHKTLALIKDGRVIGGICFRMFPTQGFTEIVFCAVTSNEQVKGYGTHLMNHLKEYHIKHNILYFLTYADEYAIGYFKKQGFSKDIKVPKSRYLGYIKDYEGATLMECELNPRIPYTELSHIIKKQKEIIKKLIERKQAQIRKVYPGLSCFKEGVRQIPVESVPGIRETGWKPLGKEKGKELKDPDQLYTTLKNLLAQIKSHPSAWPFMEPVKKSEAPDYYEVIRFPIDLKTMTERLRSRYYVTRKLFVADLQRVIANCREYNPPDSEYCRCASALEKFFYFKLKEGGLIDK
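Fluorescence readout, Ex340nm/Em540nm: ThioGlo1 (50uM final) reacts with free CoA thiol released as 20nM GCN5L2 acetylates H3(1-25) peptide (75uM) using acetyl-CoA (70uM). Compound and enzyme sat 15 min beforehand; 20 min room-temperature reaction.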
The depositor's hits bear a star; & = joins results of further samples; [ ] = another dose, or the depositor's remark. Calls come from the whole dose curve; as a rule, active = well fitted curve in the direction sought with a large enough effect; inconclusive = small, poorly fitted or top-dose-only effect, or another doubt; inactive = no such curve, though single readings can be large; an effect the other way counts as inactive or inconclusive. Unless noted, % is set by controls: 0 for no effect and ±100 for the full control effect; potency is the fitted concentration of half-maximal effect.

Screening CCc1c(C)sc(NC(=O)/C=C/c2ccc3c(c2)OCO3)c1C(=O)OC returned FEN1 inhibitor -14%, N370S GC 11% and KAT2A inh 0%.
`O=C1OC2(c3ccccc31)c1cc(I)c(O)c(I)c1Oc1c2cc(I)c(O)c1I` gave N370S GC -5%&5% and KAT2A inh 8.9µM*.
For COc1ccc(Oc2cc(C(F)(F)F)nc(N(C)C)n2)cc1 the results were FEN1 inhibitor -6%, N370S GC 3% and KAT2A inh -5%.
Screening Cc1ccc2[nH]c(CSc3nnc(NC(=O)COc4ccccc4)s3)cc(=O)c2c1 returned FEN1 inhibitor 7% and KAT2A inh -6%.
`COc1ccc2c(c1)CCC/C2=N\OC(=O)c1ccccc1F` gave FEN1 inhibitor -20%, N370S GC 3% and KAT2A inh 2%.
`COc1ccc(CCNC(=O)c2nnn(-c3cccc(C)c3)c2N)cc1OC` gave FEN1 inhibitor -10%, N370S GC 2% and KAT2A inh 3%.
For CN(C)c1ccc(N/C(=N\S(=O)(=O)c2cccs2)c2ccccc2)cc1 the results were FEN1 inhibitor -6%, N370S GC 6% and KAT2A inh -21%.
Cc1cccc(NC(=O)C(C)C(=O)c2ccccc2)c1 (centres undefined) was read as FEN1 inhibitor -15%, N370S GC 5% and KAT2A inh -1%.
For CCOc1ccccc1OCCC(=O)Nc1ccc2c(c1)OCO2 the results were FEN1 inhibitor -4% and KAT2A inh 1%.
Cc1ccccc1OCCCC(=O)Nc1ccc(N2CCOCC2)cc1 was read as FEN1 inhibitor 0%, N370S GC -2% and KAT2A inh -2%.
`O=S(=O)(NN1CCOCC1)c1ccc(Cl)s1` gave FEN1 inhibitor 1%, N370S GC 4% and KAT2A inh 2%.
For O=c1nc(-c2ccccc2)c2cc(Br)ccc2[nH]1 the results were FEN1 inhibitor 11%, N370S GC 3% and KAT2A inh -4%.
NC(=O)c1c(NC(=O)CSc2nnc(Cc3ccccc3)n2Cc2ccco2)sc2c1CCC2 was read as FEN1 inhibitor -3%, N370S GC 12% and KAT2A inh -3%.
Screening COc1ccc(S(=O)(=O)N2CCOC23CCN(C(=O)c2c(F)cccc2Cl)CC3)cc1 returned FEN1 inhibitor -11%, N370S GC 0% and KAT2A inh -8%.
Screening CCc1ccc(NC(=O)c2sccc2-n2cccc2)cc1 returned FEN1 inhibitor -22%, N370S GC -17% and KAT2A inh -16%.
Screening Cc1ccccc1NC(=O)Cn1nc(-c2ccccc2)nc(Cc2ccccc2)c1=O returned FEN1 inhibitor -1% and KAT2A inh -5%.
Screening O=C(NC(=Nc1nc2ccccc2o1)NC(=O)c1ccccc1)c1ccccc1 returned FEN1 inhibitor 8%, N370S GC -12% and KAT2A inh -2%.
For O=C(CSc1nc(-c2ccccc2)cs1)Nc1cccc([N+](=O)[O-])c1 the results were FEN1 inhibitor -16%, N370S GC 3% and KAT2A inh 23%.
Screening CCOC(=O)C(C)n1cnc2c(nnn2-c2ccc(C)cc2)c1=O (centres undefined) returned FEN1 inhibitor -3%, N370S GC 7% and KAT2A inh -2%.
For Cc1cc(=O)c2cc(C(=O)Nc3ccccc3C)ccc2[nH]1 the results were FEN1 inhibitor -5% and KAT2A inh -7%.
For CCN(CC)CCNC(=O)c1cccc(NC(=O)C(=O)c2ccccc2NC(C)=O)c1 the results were FEN1 inhibitor -5%, N370S GC -19% and KAT2A inh -16%.
CCOc1cc(N2CCOCC2)c(OCC)cc1NC(=O)Cn1nc(C)c([N+](=O)[O-])c1C was read as FEN1 inhibitor 0%, N370S GC -3% and KAT2A inh -7%.
Screening CCN(CC)CCOC(=O)c1ccc(NC(=O)Cn2ncc3c2-c2cc(C)ccc2OC3)cc1 returned FEN1 inhibitor 10% and KAT2A inh 1%.
`Cc1ccc(NS(=O)(=O)c2cccc(C(=O)OCC(=O)NCc3ccco3)c2)cc1` gave FEN1 inhibitor -6%, N370S GC -9% and KAT2A inh -11%.
For O=S(=O)(c1cccs1)N1CN(Cc2cccs2)c2nc3ccccc3nc21 the results were FEN1 inhibitor 4%, N370S GC inconclusive and KAT2A inh -12%.
`Cc1ccc(N=C(NO)c2nonc2N)c(C)c1` gave FEN1 inhibitor -4%, N370S GC -12% and KAT2A inh -8%.
CC(C)(C)c1ccc(-n2ncc3c2CCCC3NC(=O)c2cnccn2)cc1 (centres undefined) was read as FEN1 inhibitor 6%, N370S GC 5% and KAT2A inh -10%.
COC(=O)c1[nH]cnc1C(=O)c1ccccc1 was read as FEN1 inhibitor 21%, N370S GC -28% and KAT2A inh -3%.
Screening CC(C)OC(=O)/C(C#N)=C/c1cn(C)c2ccccc12 returned FEN1 inhibitor -28%, N370S GC 11% and KAT2A inh -3%.
`Cc1ccc(C)c(N2CCN(c3ncnc4c3nc3n4CCCCC3)CC2)c1` gave FEN1 inhibitor 6% and KAT2A inh -6%.

Grouped by structure, the entries above containing an NH in an aromatic ring (4)
Screening Cc1ccc2[nH]c(CSc3nnc(NC(=O)COc4ccccc4)s3)cc(=O)c2c1 returned FEN1 inhibitor 7% and KAT2A inh -6%.
For O=c1nc(-c2ccccc2)c2cc(Br)ccc2[nH]1 the results were FEN1 inhibitor 11%, N370S GC 3% and KAT2A inh -4%.
For Cc1cc(=O)c2cc(C(=O)Nc3ccccc3C)ccc2[nH]1 the results were FEN1 inhibitor -5% and KAT2A inh -7%.
COC(=O)c1[nH]cnc1C(=O)c1ccccc1 was read as FEN1 inhibitor 21%, N370S GC -28% and KAT2A inh -3%.

Three entries drawn at random from the list so far:
Screening CC(C)OC(=O)/C(C#N)=C/c1cn(C)c2ccccc12 returned FEN1 inhibitor -28%, N370S GC 11% and KAT2A inh -3%.
Screening CCN(CC)CCOC(=O)c1ccc(NC(=O)Cn2ncc3c2-c2cc(C)ccc2OC3)cc1 returned FEN1 inhibitor 10% and KAT2A inh 1%.
For CCN(CC)CCNC(=O)c1cccc(NC(=O)C(=O)c2ccccc2NC(C)=O)c1 the results were FEN1 inhibitor -5%, N370S GC -19% and KAT2A inh -16%.

Other entries
Cc1nnsc1C(=O)N1CCCC(C(=O)c2ccc(C(F)(F)F)cc2)C1 (centres undefined) was read as FEN1 inhibitor -16%, N370S GC 13% and KAT2A inh -3%.
For COc1ccc(N2C(=O)[C@@H]3Cc4ccccc4CN3C2=O)cc1 the results were FEN1 inhibitor 10%, N370S GC 8% and KAT2A inh 1%.
Screening O=S(=O)(c1cccs1)N1CCC2(CC1)OCCN2S(=O)(=O)c1ccccc1 returned FEN1 inhibitor -6%, N370S GC -2% and KAT2A inh -12%.
Screening COC(CNC(=O)c1cccnc1)OC returned FEN1 inhibitor -2%, N370S GC -21% and KAT2A inh 4%.
For COc1ccc(C(N)CCc2ccc(C)o2)cc1 (centres undefined) the results were FEN1 inhibitor 9%, N370S GC -14% and KAT2A inh 0%.
For Cc1ccc2sc(N(CCN(C)C)C(=O)c3ccc(S(=O)(=O)N4CC(C)OC(C)C4)cc3)nc2c1C (centres undefined) the results were FEN1 inhibitor inconclusive, N370S GC -12% and KAT2A inh 2%.
CCOC(=O)c1ccc(COC(=O)CNS(=O)(=O)c2ccccc2)cc1 was read as FEN1 inhibitor 18%, N370S GC 0% and KAT2A inh -1%.
Screening O=C1C2N=NN(CC(=O)N3N=C(c4ccccc4)CC3c3ccc([N+](=O)[O-])cc3)C2C(=O)N1c1ccccc1 (centres undefined) returned N370S GC 1% and KAT2A inh -1%.
Screening O=C(N/C(=C\c1cccnc1)C(=O)N1CCC(O)CC1)c1ccccc1 returned FEN1 inhibitor 5%, N370S GC -3% and KAT2A inh 4%.
For Cc1ccc(CN2CCC(c3cc(-c4ccc(Cl)cc4)n[nH]3)CC2)cc1 the results were FEN1 inhibitor -19%, N370S GC -7% and KAT2A inh -6%.
O=C(Cn1c(=O)n(Cc2nc(-c3ccccc3)no2)c(=O)c2cc3c(cc21)OCO3)Nc1ccccc1 was read as FEN1 inhibitor -4% and KAT2A inh -1%.
For NCCCCCC(=O)O the results were FEN1 inhibitor 4%, N370S GC 0% and KAT2A inh inconclusive.
Screening CC1CCC(NC(=O)CCNS(=O)(=O)c2ccccc2)CC1 (centres undefined) returned FEN1 inhibitor 19%, N370S GC -6% and KAT2A inh inconclusive.
`CC(=O)c1ccc(NC(=S)NCc2cccnc2)cc1` gave FEN1 inhibitor -2%, N370S GC 2% and KAT2A inh -3%.
O=C(c1cccc(N2CCCC2=O)c1)N1CCN(c2cccc(Cl)c2)CC1 was read as FEN1 inhibitor -3%, N370S GC -22% and KAT2A inh -5%.
`COc1ccc(NC(=O)Cn2cnc3ccccc3c2=O)cc1OC` gave FEN1 inhibitor 0%, N370S GC -6% and KAT2A inh -1%.
Screening O=C(CCSc1ccccc1)OCn1nnc2ccccc2c1=O returned FEN1 inhibitor -2%, N370S GC 1% and KAT2A inh inconclusive.
Screening CCn1cc(C(=O)N[C@H](C(=O)NCCN2CCOCC2)C(C)C)c(=O)c2cc3c(cc21)OCO3 returned FEN1 inhibitor 17%, N370S GC -15% and KAT2A inh -12%.
Cc1ccccc1NC(=O)C(C)O/N=C/c1cccc([N+](=O)[O-])c1 (centres undefined) was read as FEN1 inhibitor -12%, N370S GC -2% and KAT2A inh -3%.
For Cc1ccccc1Nc1c(-c2cccc(Cl)c2)nc2ncccn12 the results were FEN1 inhibitor -6% and KAT2A inh 2%.
Cn1cc(S(=O)(=O)N2CCOCC2)cc1C(=O)Nc1ccc(Cl)cc1 was read as FEN1 inhibitor 19%, N370S GC -11% and KAT2A inh -8%.
Screening Oc1ccc(-c2csc(NCc3ccco3)n2)cc1 returned FEN1 inhibitor -1%, N370S GC -11% and KAT2A inh -10%.
Screening CC1CC(C)CN(C(=O)c2ccc(C#N)cc2)C1 (centres undefined) returned FEN1 inhibitor 10%, N370S GC -1% and KAT2A inh -5%.
Screening COc1ccc(N2CC(C(=O)Nc3cccc(OC(C)C)c3)CC2=O)cc1 (centres undefined) returned FEN1 inhibitor 1%, N370S GC -1% and KAT2A inh -2%.
For Cc1ccc(C2C3CSCC=C3C(C#N)=C(N)C2(C#N)C#N)cc1 (centres undefined) the results were FEN1 inhibitor -6%, N370S GC 0% and KAT2A inh -3%.
For C[C@@H](CCc1ccc(O)cc1)NCCc1ccc(O)c(O)c1 the results were N370S GC -1% and KAT2A inh 5%[21.4 µM].
`COc1ccc(-n2nc(C(=O)O)nc2-c2ccccc2)cc1` gave FEN1 inhibitor 5%, N370S GC 2% and KAT2A inh -14%.
For O=S(=O)(NCC1CC1)c1cc(Cl)cc(Cl)c1 the results were FEN1 inhibitor -9%, N370S GC -3% and KAT2A inh -4%.
`COc1ccc(OC)c(Nc2nc(=O)c3cccnc3s2)c1` gave FEN1 inhibitor -9%, N370S GC 4% and KAT2A inh inconclusive.
Screening CC(C)Oc1ccc(CNC(=O)CN2C(=O)CCc3cc(S(=O)(=O)N4CCCCC4)ccc32)cc1 returned FEN1 inhibitor 18% and KAT2A inh 1%.
For COc1ccccc1C(=O)Nc1cccc(C(=O)OCc2cc(=O)n3cc(C)sc3n2)c1 the results were FEN1 inhibitor -1% and KAT2A inh -7%.
For Cn1cc(/C=N/Nc2ccccc2)c2ccccc21 the results were FEN1 inhibitor -16%, N370S GC -4% and KAT2A inh -13%.
`O=C(c1cccnc1)N1C2CCC1CC(O)(c1ccc(F)cc1)C2` (centres undefined) gave FEN1 inhibitor -3%, N370S GC inconclusive and KAT2A inh -4%.
For O=S(=O)(c1ccc(S(=O)(=O)N2CCN(C3CCCCC3)CC2)cc1)N1CCCCCC1 the results were FEN1 inhibitor 6%, N370S GC -4% and KAT2A inh 2%.
O=C(COC(=O)c1ccco1)NC12CC3CC(CC(C3)C1)C2 was read as FEN1 inhibitor 0% and KAT2A inh 3%.
N#CCC(=O)N/N=C/c1ccc(OS(=O)(=O)c2ccccc2)cc1 was read as FEN1 inhibitor -1%, N370S GC -2% and KAT2A inh -1%.
`COc1ccc(OCC(=O)NC(=O)c2ccccc2)c([N+](=O)[O-])c1` gave FEN1 inhibitor -18% and KAT2A inh 0%.
For COCCCn1c(=O)c2ccccc2n2c(=S)[nH]nc12 the results were FEN1 inhibitor 7%, N370S GC 1% and KAT2A inh -8%.
CN(C)c1nc(Oc2ccc(N)cc2)nc(N(C)C)n1 was read as FEN1 inhibitor -14%, N370S GC 3% and KAT2A inh -17%.
Cc1cnn(-c2nc(-c3ccccc3)cc(-c3ccccc3)n2)c1 was read as FEN1 inhibitor inconclusive, N370S GC 7% and KAT2A inh -3%.

Screening results as filed in PubChem.
